High-throughput results as filed in PubChem.
GLS inh = qHTS for Inhibitors of Glutaminase (GLS); Glutaminase kidney isoform, mitochondrial (Homo sapiens), O94925; GLS enzymatic activity, qHTS titration; Potency, µM (top dose mostly 45.5 µM), for the others: at the highest dose activity change, negative = inhibition, hits mostly inhibitors; 410,000 compounds, 0.21% hits; also: % is scaled to controls: 0 for no effect and ±100 for the full control effect
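hKGA in 45 mM KH2PO4 (pH 8.2), 0.02% Tween-20 with compound, then 1mM L-Glutamine (stock as added) plus glutamate oxidase/HRP/Amplex red coupling mix. Fluorescence read initially and after 30 min at RT; signal change reflects glutamate formation.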
RGS4 inh = Inhibitors of Regulator of G Protein Signaling (RGS) 4: qHTS; Regulator of G-protein signaling 4 (Homo sapiens), P49798; Transcreener GDP fluorescence polarization, RGS4-accelerated GTP hydrolysis; Potency, µM (series often up to 114 µM), for the others: at the top dose activity change, negative = inhibition, most hits filed as inhibitors; 390,000 compounds, 0.039% hits; AID 504845, 2011; also: % is scaled to controls: 0 for no effect and ±100 for the full control effect; nearly all actives have a fitted effect of over 75% in size; some results filed as inactive show a strong effect at the top dose
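MLSMR compounds (23 nl, pin-transferred) preincubated 10 min at room temperature with a 500nM (2x) first reagent, then RGS4 at 900nM (2x) plus Transcreener GDP mix added; fluorescence polarization (620/688 nm) read before and after 90 min at 30 °C.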
HP1b chromo inh = HTS for Inhibitors of HP1-beta Chromodomain Interactions with Methylated Histone Tails | 390,000 compounds, 0.56% hits | AlphaScreen HP1-beta / biotin-H3K9me3 peptide binding | Potency, µM (titrated, usually from 114 µM), without a hit: top-dose activity change, negative = inhibition, actives largely listed as inhibitors | Chromobox protein homolog 1 (Homo sapiens), P83916; also: nearly all actives have a fitted effect of over 70% in size; inactives centre near 23
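Compound inhibition of the preformed complex between 50 nM HP1-beta and 50 nM biotinylated H3K9me3 peptide was read by AlphaScreen. Buffer was PBS pH 7.4 with 0.01% Tween-20. Incubations ran 30 min at room temperature, with 10 ug/mL donor/acceptor beads.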
PGK inhibitor = qHTS Assay to Find Inhibitors of Phosphoglycerate Kinase; 380,000 compounds, 0.043% hits; Phosphoglycerate kinase, glycosomal (Trypanosoma brucei brucei), P07378; PGK/GAPDH coupled, Kinase-Glo luminescence, 60 min; Potency, µM (titrated, usually from 57.5 µM), for inactives: at the highest dose activity change, negative = inhibition, actives largely listed as inhibitors; also: % is scaled to controls: 0 for no effect and ±100 for the full control effect; nearly all actives have a fitted effect of over 60% in size
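Luminescent ATP detection (Kinase-Glo Plus) follows a 60-minute room-temperature incubation, with wells lacking PGK as controls. Buffer: 100 mM TEA (pH 7.6), 5 mM MgCl2, 0.01% Tween-20. Coupling enzyme GAPDH (100 nM final) supplies unstable 1,3-BPG in-well.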
12-LOX inh = Primary qHTS assay for inhibitors of human arachidonate 12S-lipoxygenase (ALOX12): Round 2; Polyunsaturated fatty acid lipoxygenase ALOX12 (Homo sapiens), P18054; purified 12hLO, xylenol orange hydroperoxide absorbance; Potency, µM (titrated, usually from 108 µM), for the others: at the highest dose activity change, negative = inhibition, actives largely listed as inhibitors; 580,000 compounds, 1.1% hits; AID 1671190, 2021; also: % is scaled to controls: 0 for no effect and ±100 for the full control effect
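Hydroperoxide product was detected by ferrous iron/xylenol orange as the 573 to 405 nm absorbance ratio. Arachidonic acid at 40 uM (final) was turned over for 30 min at room temperature by 150 nM human 12hLO, pH 7.0 Hepes buffer, after 15 min compound preincubation.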
rTrxR1 inhibitor = qHTS Assay for Inhibitors of Mammalian Selenoprotein Thioredoxin Reductase 1 (TrxR1): qHTS | Thioredoxin reductase 1, cytoplasmic (Rattus norvegicus), O89049 | recombinant rTrxR1, NADPH fluorescence consumption, selenite substrate | Potency, µM (highest dose often 114 µM), inactives show at the top dose activity change, negative = inhibition, most hits filed as inhibitors | 390,000 compounds, 1% hits; also: % is scaled to controls: 0 for no effect and ±100 for the full control effect; nearly all actives have a fitted effect of over 65% in size
Target sequence (O89049 whole entry, looked up): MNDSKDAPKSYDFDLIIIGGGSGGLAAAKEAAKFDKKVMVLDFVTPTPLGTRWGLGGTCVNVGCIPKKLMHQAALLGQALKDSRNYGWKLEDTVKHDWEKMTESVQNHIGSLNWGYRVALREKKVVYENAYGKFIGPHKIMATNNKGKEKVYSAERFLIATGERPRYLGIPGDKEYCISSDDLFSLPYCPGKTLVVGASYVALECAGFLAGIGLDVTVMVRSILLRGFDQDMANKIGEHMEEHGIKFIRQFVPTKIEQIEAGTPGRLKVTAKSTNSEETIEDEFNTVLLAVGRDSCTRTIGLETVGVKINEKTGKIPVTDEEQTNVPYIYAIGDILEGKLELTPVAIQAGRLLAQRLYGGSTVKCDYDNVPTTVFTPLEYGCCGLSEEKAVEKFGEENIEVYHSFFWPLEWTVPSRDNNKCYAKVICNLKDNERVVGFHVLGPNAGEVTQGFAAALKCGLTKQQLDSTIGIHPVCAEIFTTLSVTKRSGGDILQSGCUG
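Rat TrxR1 (90 nM in the dispensed reagent) was pre-reduced with 400 uM NADPH for 5 min at room temperature, then incubated with compound for 15 min. After 400 uM selenite was added, NADPH fluorescence (Ex 340/Em 450 nm) was followed for 8 min.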
JMJD2A Tudor = qHTS Assay for Inhibitors of JMJD2A-Tudor Domain | Lysine-specific demethylase 4A (Homo sapiens), O75164 | AlphaScreen JMJD2A-Tudor / H3K4me3 peptide binding | Potency, µM (highest dose often 114 µM), inactives show top-dose activity change, negative = inhibition, usual class: inhibitors | 390,000 compounds, 4.4% hits | AID 504339, 2011; also: % is scaled to controls: 0 for no effect and ±100 for the full control effect; nearly all actives have a fitted effect of over 50% in size
Pin1 inhibitor = qHTS Assay to Find Inhibitors of Pin1. AID 504891, 2011. 390,000 compounds, 0.009% hits. Potency, µM (highest dose often 115 µM), without a hit: top-dose activity, negative = inhibition, actives largely listed as inhibitors. Peptidyl-prolyl cis-trans isomerase NIMA-interacting 1 (Homo sapiens), Q13526. Pin1 FP peptide displacement, HiFluor488, 10 min; active = well fitted inhibition curve with a large enough effect in the polarisation, with a control signal flat, not every such curve was filed as active; inconclusive = small, poorly fitted or top-dose-only effect, or effect the other way, or a change in a side signal; inactive = no such curve, though single readings can be large or run the other way; the % refers to the polarisation; also: % is scaled to controls: 0 for no effect and ±100 for the full control effect
ERG-DNA inh = qHTS for Small Molecule Inhibitors of the ERG Ets/DNA interaction. 370,000 compounds, 0.028% hits. Transcriptional regulator ERG (Homo sapiens), P11308. AID 624246, 2012. fluorescence polarization, His-ERG Ets domain / labelled DNA. Potency, µM (titrated, usually from 76.9 µM), without a hit: top-dose FP activity, negative = inhibition, hits mostly inhibitors; active = well fitted inhibition curve with a large enough effect in the polarisation, with a control signal flat; inconclusive = small, poorly fitted or top-dose-only effect, or effect the other way, or a change in a side signal; inactive = no such curve, though single readings can be large or run the other way; the % refers to the polarisation;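 also: polarization taken with two DNA probes labelled with fluorescein and Texas red; % of control where 0% means no effect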
Target sequence (P11308 whole entry, looked up, the tested form may be a part): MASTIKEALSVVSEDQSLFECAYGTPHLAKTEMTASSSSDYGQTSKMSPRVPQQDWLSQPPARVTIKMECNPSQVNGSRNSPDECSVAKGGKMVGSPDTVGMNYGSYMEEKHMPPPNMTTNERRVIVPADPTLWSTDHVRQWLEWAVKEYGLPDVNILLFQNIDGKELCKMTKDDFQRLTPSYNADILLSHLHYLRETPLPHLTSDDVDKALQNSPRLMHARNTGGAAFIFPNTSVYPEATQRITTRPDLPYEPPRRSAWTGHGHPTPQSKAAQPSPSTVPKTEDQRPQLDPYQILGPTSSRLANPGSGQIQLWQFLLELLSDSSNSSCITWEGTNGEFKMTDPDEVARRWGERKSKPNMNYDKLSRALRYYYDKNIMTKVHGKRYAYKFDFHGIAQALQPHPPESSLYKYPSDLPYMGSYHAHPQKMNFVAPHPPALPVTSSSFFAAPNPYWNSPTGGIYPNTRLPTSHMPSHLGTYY
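His-tagged ERG Ets domain (1 uM in the protein solution; 300mM KCl, 50mM Tris-HCl, 1mM EDTA, 1mM DTT, pH 7.5) received compound, then a probe mix of 5 nM fluorescein-DNA and 100nM Texas-615-DNA. Fluorescence polarization was read for both dyes.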
Starred values were filed as active, the others as inactive; i = inactive; ? = inconclusive; [ ] = remark or other dose. Unless noted, calls follow the shape of the dose curve; as a rule, active = well fitted curve in the direction sought with a large enough effect; inconclusive = small, poorly fitted or top-dose-only effect, or another doubt; inactive = no such curve, though single readings can be large; an effect the other way counts as inactive or inconclusive. Potency is read from the fitted curve at half-maximal effect. Some of the compounds tested (hit frequency here may not be typical).

SMILES	GLS inh	RGS4 inh	HP1b chromo inh	PGK inhibitor	12-LOX inh	rTrxR1 inhibitor	JMJD2A Tudor	Pin1 inhibitor	ERG-DNA inh
O=C(CSc1cccc[n+]1[O-])Nc1ccc(Br)cc1Br	3%	-1%	33%[57 µM]	-9%	-10%	5%[57.1 µM]	-10%	2%	5%
CN(C)C(=O)CCC(=O)N1CCCC(C(=O)c2ccc3c4c(cccc24)CC3)C1 (stereo unspecified)	-2%	6%	42%[activator]	-4%	0%	-1%	-5%	1%	0%
COc1ccc(-c2c(-c3ccc(OC)cc3O)nc(C)nc2C(F)(F)F)cc1	2%	13%	20%	2%	-14%	6%	-2%	0%	0%
CSc1ccc(/C=N/NC(=O)CNc2cccc3ccccc23)cc1	12%	-7%	23%	1%	-3%	13%[57.1 µM]	1%	3%	-2%
COc1ccc(CNS(=O)(=O)c2cc(-c3cc(C)no3)ccc2C)cc1OC	9%	19%	16%	1%	-3%	-1%	-1%	-6%	-5%
Cc1ncsc1C(=O)Nc1nc2c(s1)CC(C)CC2 (stereo unspecified)	13%	4%	13%	-14%	5%	5%	-18%	-4%	3%
O=C(N/N=C/c1c[nH]c2ccccc12)c1sc2ccccc2c1Cl	1%	-39%	-1%	-10%	14%	-21%[57.1 µM]	?	6%	-5%
Cc1ccc(Cn2c(CO)cnc2SCC(=O)Nc2cccc(F)c2)cc1	-4%	2%	23%	0%	?	21%[57.1 µM]	-31%	-5%	3%
NNC(=S)NC1CC2CC1C1C=CCC21 (stereo unspecified)	22%	-31%	24%	-1%	-10%	-6%	?	-6%	-8%
O=[N+]([O-])c1cccc(/C=N/NS(=O)(=O)c2ccccc2)c1	16%	6%	50%[activator]	7%	4%	14%	-19%	-22%	-11%
COc1ccc(CNC(=O)CCc2nc3cccnc3n2Cc2ccc(OC)cc2)cc1	14%	-11%	32%[activator]	1%	6%	21%	-14%	-2%	3%
COC(=O)c1cc(NS(=O)(=O)c2ccc3c(c2)c(=O)n(C)c(=O)n3C)cc(C(=O)OC)c1	1%	14%	33%	-1%	-28%	22%	-2%	-5%	-3%
COc1ccc(S(=O)(=O)N(Cc2ccccc2)Cc2nc(-c3ccccc3)no2)cc1	-9%	8%	56%[activator]	-6%	5%	26%[57.1 µM]	49%[activator]	14%	-4%
Cn1c(SCC(=O)NN2C(=O)NC(C)(c3ccccc3)C2=O)nnc1-c1ccncc1 (stereo unspecified)	-3%	7%	8%	-2%	6%	20%	-16%	-2%	14%
O=c1c2cc(N3CCOCC3)ccc2[nH]c(=S)n1Cc1ccco1	-7%	?	-51%	-7%	-27%	10µM*	50µM*	?	-9%

Next section; the last two above are carried over.
SMILES	GLS inh	RGS4 inh	HP1b chromo inh	PGK inhibitor	12-LOX inh	rTrxR1 inhibitor	JMJD2A Tudor	Pin1 inhibitor	ERG-DNA inh
Cn1c(SCC(=O)NN2C(=O)NC(C)(c3ccccc3)C2=O)nnc1-c1ccncc1 (stereo unspecified)	-3%	7%	8%	-2%	6%	20%	-16%	-2%	14%
O=c1c2cc(N3CCOCC3)ccc2[nH]c(=S)n1Cc1ccco1	-7%	?	-51%	-7%	-27%	10µM*	50µM*	?	-9%
CCOC(=O)c1cc(C)nc(S(C)(=O)=O)c1C#N	10%	10%	48%[activator]	6%	57%[activator]	?	-5%	6%	11%
Cc1ccc(NC(=O)C(=O)NCC2CCCN2S(=O)(=O)c2cccs2)cc1C (stereo unspecified)	0%	-7%	5%	-9%	3%	11%	-24%	19%	4%
CC(C)CN(C(=O)C1CCCO1)C1CCS(=O)(=O)C1 (stereo unspecified)	2%	12%	4%	i	8%	10%[57.1 µM]	-15%	-1%	1%
O=S1(=O)c2ccc(Br)cc2N2CCC[C@@H]2CN1Cc1ccc(Cl)cc1	-6%	-51%	36%	-6%	-21%	-5%	-12%	8%	2%
O=S(=O)(c1ccc(Cl)nc1)N1CCC(Cc2ccccc2)CC1	-3%	5%	31%	-10%	47%[activator]	4%	6%	3%	7%
Cc1noc(C)c1S(=O)(=O)N(C)Cc1ccccc1	11%	17%	8%	i	-14%	16%	11%	1%	5%
COc1ccc(CNC(=O)c2ccc3c(c2)N(Cc2ccc(C)cc2)CCS3)cc1	-15%	6%	9%	i	-8%	84%[activator]	-25%	0%	6%
Cc1ccc(S(=O)(=O)N2CCOCC2)cc1C(=O)NCc1cn2ccsc2n1	-4%	-12%	37%	-5%	?	-12%	-22%	-4%	-3%
CCn1cc2nc(SCc3ccccc3F)n(Cc3ccc(C)cc3)c(=O)c2n1	1%	-12%	16%	-5%	?	15%[57.1 µM]	-14%	-7%	-1%
Cc1ccc(Sc2c(C=O)c3ccccc3n2C)cc1	-10%	14%	152%[activator]	-1%	-1%	-3%	67%[activator]	-1%	4%
Cc1ccccc1/C=N/NC(=O)CSc1nc2ccccc2o1	0%	-4%	26%	-3%	-15%	-8%[11.4 µM]	2%	0%	-3%
O=C(O)c1ccccc1OCCOCCOc1ccccc1C(=O)O	10%	-5%	32%	-5%	24%	14%	-14%	0%	-1%
COc1ccc(NS(=O)(=O)c2cc(NC(=O)c3cccc(OCc4c(C)noc4C)c3)ccc2OC)cc1	-16%	19%	14%	7%	-2%	6%[57.1 µM]	-7%	18%	1%
COc1cc(OC)c2c(-c3cccc(-c4ccc(OC)c(F)c4)c3)cc(=O)oc2c1	0%	-14%	32%	i	?	26%	-17%	2%	3%
CCc1nnc(NC(=O)CCC(=O)NCc2ccccc2OC)s1	-2%	16%	24%	-3%	-6%	12%	-14%	-1%	2%
CC(C)[C@@H](CO)NC(=O)c1ccc2c3n(nc2c1)-c1ccc(Cl)cc1CO3	2%	11%	53%[activator]	0%	-15%	-2%[57.1 µM]	-12%	-6%	14%
O=C(c1cc(COc2ccc(F)cc2Cl)on1)N1CCCC(OCc2cccnc2)C1 (stereo unspecified)	3%	4%	33%[activator]	23%	-6%	17%[57.1 µM]	-8%	3%	-3%
COC(=O)c1ccc(COC(=O)CNC(=O)c2cccc(OC)c2)o1	-3%	-1%	44%[activator]	10%	13%	12%	3%	1%	8%
Cc1nn(-c2ccccc2)cc1/C=N/O	-2%	39%	8%	i	0%	1%	-16%	-5%	-5%
CCOC(=O)CNC(=O)CN1C(=O)CCSc2ccccc21	6%	7%	26%	-7%	-1%	15%	-5%	-6%	-7%
CCOc1cc(CNCCc2ccc(S(N)(=O)=O)cc2)cc(Cl)c1OCc1ccccc1	-7%	-14%	38%	i	?	13%	-35%	15%	5%
COc1ccc2cc3cc(C(=O)Nc4ccccc4N4CCN(C)CC4)oc3nc2c1	11%	-14%	8%	-4%	-1%	13%	-1%	-4%	0%
CSc1nc(S(C)(=O)=O)nc2[nH]c(=O)[nH]c12	-5%	-37%	33%	-2%	-7%	22%[11.4 µM]	1%	-8%	-3%
O=C(O)Cc1nc(-c2cccnc2)sc1-c1ccc(Br)cc1	6%	-1%	-10%	13%	28µM*	?	-20%	0%	-1%
CC(C)CN(C(=O)CCNC(=O)c1ccc([N+](=O)[O-])cc1)C1CCS(=O)(=O)C1 (stereo unspecified)	-13%	6%	7%[57 µM]	i	-22%	-11%[2.29 µM]	-13%	-2%	6%
COc1ccc(Nc2c3c(nc4ccc(NC(=O)c5ccc(F)cc5)cc24)CCCC3)cc1OC	9%	21%	?	-9%	-23%	-4%	56µM*	-10%	3%
COc1ccc(S(=O)(=O)N2CCCCCC2)cc1NS(=O)(=O)c1cc(C(=O)O)cc(C)c1C	4%	-14%	28%	6%	-27%	13%	-11%	-5%	-4%[15.4 µM]
COc1ccc2[nH]c(=O)c(CNc3ccccc3OC)cc2c1	0%	-15%	-15%	-1%	0%	-23%	?	-9%	2%
COC(=O)[C@@H](NC(=O)NC1CCCCC1C)C(C)C (stereo partly specified)	-6%	-2%	22%	-3%	0%	17%	-6%	0%	-6%
COC(=O)/C(C#N)=C/c1c(Oc2cccc(C)c2)nc2ccccn2c1=O	14%	17%	18%	-8%	141%[activator]	9%	-14%	7%	-1%
COc1c2c(c(C)c3c1C(=O)OC3)O[C@@]1(C)CC[C@@]3(O)C(C)(C)OC(=O)CC[C@]3(C)[C@H]1C2	-11%	2%	25%	-6%	?	10%[57.1 µM]	-14%	-7%	9%
CN(C(=O)c1ccc(NC(=O)Cc2ccc(NC(=O)C3CCN(C(=O)C4CCC4)CC3)cc2)cc1)C1CCCC1	-4%	-12%	46%[activator]	2%	-4%	11%	-5%	-1%	-1%
Cc1sc(NC(=O)CSc2nnc(C(C)C)n2C)c(C#N)c1C	32%	18%	16%	i	-13%	18%	-16%	-3%	-3%
